# FLuc inhib CS: inhibits firefly luciferase, flagging false hits in luciferase inhibition screens | P08659 | ATPLite firefly luciferase biochemical luminescence, 10 min | inhibition, % at 10 µM | actives 1.5% (n = 200,000) | AID 1006;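 active means inhibition above about 50% when tested at 10 µM, limit read from the data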
# Target sequence (P08659 whole entry, looked up): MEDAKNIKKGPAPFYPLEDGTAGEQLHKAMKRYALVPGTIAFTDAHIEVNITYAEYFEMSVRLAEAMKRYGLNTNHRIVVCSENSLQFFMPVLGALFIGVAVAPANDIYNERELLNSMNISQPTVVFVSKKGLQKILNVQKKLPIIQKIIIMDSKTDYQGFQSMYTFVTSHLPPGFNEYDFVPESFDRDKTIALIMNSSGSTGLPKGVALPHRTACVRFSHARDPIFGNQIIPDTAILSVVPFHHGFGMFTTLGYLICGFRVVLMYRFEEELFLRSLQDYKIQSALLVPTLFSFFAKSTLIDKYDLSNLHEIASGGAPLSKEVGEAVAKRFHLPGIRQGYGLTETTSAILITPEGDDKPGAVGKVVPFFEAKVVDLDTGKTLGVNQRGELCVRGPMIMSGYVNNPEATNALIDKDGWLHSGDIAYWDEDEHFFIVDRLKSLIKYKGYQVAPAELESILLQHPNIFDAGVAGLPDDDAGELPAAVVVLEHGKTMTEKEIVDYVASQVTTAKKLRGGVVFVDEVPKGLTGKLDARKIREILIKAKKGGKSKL
# TNAP inh hiacc: blocks human TNAP under high phosphate acceptor concentration | purified TNAP, CDP-star luminescence, 1 M DEA | inhibition, % at 20 µM | actives 0.03% (n = 200,000) | AID 1135;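 active means over 50% inhibition of tissue-nonspecific alkaline phosphatase at 20 µM in the single-dose screen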;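 further: plate controls were DMSO wells for no effect and EDTA-quenched wells as full inhibition for full effect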
# Target sequence (P05186 whole entry, looked up): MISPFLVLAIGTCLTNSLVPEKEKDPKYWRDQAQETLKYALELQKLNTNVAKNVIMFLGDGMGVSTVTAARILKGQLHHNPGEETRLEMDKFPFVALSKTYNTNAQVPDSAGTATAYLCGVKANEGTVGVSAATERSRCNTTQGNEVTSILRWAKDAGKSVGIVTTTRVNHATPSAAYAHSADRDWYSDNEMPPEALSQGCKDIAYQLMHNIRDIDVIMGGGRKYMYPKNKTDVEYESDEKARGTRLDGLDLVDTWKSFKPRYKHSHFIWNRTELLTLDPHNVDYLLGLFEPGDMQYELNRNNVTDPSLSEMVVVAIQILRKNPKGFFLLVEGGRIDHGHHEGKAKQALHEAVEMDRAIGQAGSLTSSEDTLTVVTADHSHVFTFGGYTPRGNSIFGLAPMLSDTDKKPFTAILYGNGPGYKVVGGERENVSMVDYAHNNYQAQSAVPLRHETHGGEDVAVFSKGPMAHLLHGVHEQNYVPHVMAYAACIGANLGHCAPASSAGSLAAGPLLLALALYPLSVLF
# TNAP act hi DEA: increases human TNAP activity under high phosphate acceptor concentration; purified TNAP, CDP-star luminescence, 1 M DEA, 30 min; stronger effect = higher value; 0 = EDTA background, 1 = DMSO-only activity; activation factor at 20 µM; 200,000 tested, under 10 active; AID 1136;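 active means activation factor at least 2 at 20 µM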
#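 Assay system: human TNAP; Input: enzyme diluted 1/800 final; Reagent: CDP-star luminogenic substrate at 100 µM final; Timing: 30 min, room temperature; Signal: luminescence; Evaluation: TNAP activation factor scaled between EDTA and DMSO control wells.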
# APP 5UTR inh: APP translation inhibition | SH-SY5Y APP 5'UTR-luciferase reporter, luminescence | inhibition, % at 2 µM | actives 0.82% (n = 190,000) | AID 1285;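 active means inhibition above a set limit, derived from the sample mean plus 3 SD, cut at about 45% in these data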; further: values of inactives mirror those of a sister screen read the other way
# bIAP activator: intestinal alkaline phosphatase (bovine) activation; AID 1016; purified bovine IAP, CDP-star luminescence, 30 min; stronger effect = higher value; fold of DMSO-control signal, blank-subtracted; actives 0.17% (n = 200,000); activation factor at 20 µM;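 active means activation factor of 2 or more at 20 µM, a signal rise over negative controls twice the positive control's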
# Lmaj promast: inhibitors of Leishmania major promastigote growth; Leishmania major promastigotes, resazurin fluorescence viability; inhibition, % at 10 µM; actives 9% (n = 200,000); AID 1063; in the data active means inhibition above about 50%;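 further: promastigotes grown with compound for 44 hours at 28 °C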
# RAM network inh: blocks the yeast RAM network; inhibition, % at 50 µM; S. cerevisiae dse1pr::URA3 reporter, 5-FOA growth OD615, 2 d; analog-sensitive cbk1-as2 kinase mutant strain; actives 1.8% (n = 190,000);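 active means inhibition above a set limit, 3 SD over mean compound inhibition, cut at about 8.4% in these data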;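 further: 0% = DMSO-only wells with no growth and 100% = 10 µM 1-NA-PP1 full growth; inhibition rescues growth on 5-FOA so higher OD means more RAM inhibition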
# FLuc stim CS: firefly luciferase counter-screen for stimulation assays. P08659. ATPlite luciferase biochemical, luminescence, 10 min; 0 = ATP-free wells, 1 = DMSO control. activation factor at 10 µM. 200,000 tested, under 10 active. AID 1027;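 active means luciferase activation factor, scaled between plate controls, of at least 2 with compound at 10 µM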
#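 Material: luciferase plus luciferin reagent, cell-free. Medium: PBS buffer for ATP. Also added: ATP substrate, dispensed from a 10.24 µM working solution in PBS. Doses: test compounds dosed from 2 mM stocks in 100% DMSO. Incubation: 10 min post-reagent at room temperature. Technique: light output (luminescence). Read-out basis: luminescence gain marking luciferase activators.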
# bIAP inh: intestinal alkaline phosphatase (bovine) inhibition; purified bovine IAP, CDP-star luminescence, 30 min; inhibition, % at 20 µM; 190,000 tested, under 10 active;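 active means over 50% inhibition of intestinal alkaline phosphatase at 20 µM in the single-dose screen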
#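 System: Purified bovine intestinal alkaline phosphatase (IAP) enzyme | Input: IAP diluted 1/65,000,000 in the well | Also added: CDP-star chemiluminescent phosphatase substrate, 30 µM final | Dosing: 20 µM single dose | Times: Enzyme reaction for 30 min at room temperature | Detection: Luminescence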
# TNAP inh no acc: blocks human TNAP activity with no phosphate acceptor present | P05186 | purified TNAP, CDP-star luminescence, 30 min | inhibition, % at 20 µM | actives 0.26% (n = 200,000) | AID 1012;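 active means tissue-nonspecific alkaline phosphatase inhibition above about 50% at 20 µM in the single-dose screen, limit read from the data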;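 further: 0% = DMSO negative control and 100% = EDTA positive control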
# * marks the source's active call; other numbers are inactive results; x = no result given.
(1) CC(=O)c1c(C)nc2ccc(C)cc2c1-c1ccccc1
(2) Cc1ccc2nc(Nc3nc(CSc4nnnn4-c4ccccc4)cc(=O)[nH]3)nc(C)c2c1
(3) COc1ccc(CCNC(=O)c2nc3ncccn3n2)cc1OC
(4) Cc1cccc(N2CCN(Cc3nc(-c4ccccc4Cl)oc3C)CC2)n1
(5) CC1(C)Cc2c(sc3[nH]c(=S)n(Cc4ccco4)c(=O)c23)CO1
(6) CCOc1ccccc1NC(=O)COC(=O)CC(NC(N)=O)c1ccc(Cl)cc1 (stereo not given)
(7) CC(=O)N1CCN(C(=O)COc2ccccc2C(=O)Nc2ccccc2)CC1
(8) CCOC(=O)C1(CC)NC(c2ccc(N(C)C)cc2)C2C(=O)N(C)C(=O)C21 (stereo not given)

assay / entry	1	2	3	4	5	6	7	8
FLuc inhib CS	-7	0	-3	-6	-7	-9	-3	-3
TNAP inh hiacc	-4	-6	-2	2	-1	-6	-2	-6
TNAP act hi DEA	1	1.1	1	1	1	1.1	1	1.1
APP 5UTR inh	5	-12	-7	0	-8	-19	-9	16
bIAP activator	0.9	1.3	0.9	1.2	1	1.1	1	1
Lmaj promast	2	10	-2	12	-9	-2	-5	-3
RAM network inh	0.3	4.2	1.6	1.0	1.1	-1.7	1.6	2.5
FLuc stim CS	1.1	1	1	1.1	1.1	1.1	1	1
bIAP inh	9	-28	7	-23	4	-13	-4	4
TNAP inh no acc	-3	-15	-7	-7	-8	-12	-8	-10

(9) O=C(N/N=C1/C(=O)c2cccc3cccc1c23)c1ccc(Cl)cc1
(10) CC(C)c1csc(CN2CCC(CO)(Cc3ccccc3)CC2)n1
(11) Cc1cc(C(F)(F)F)nn1CC(=O)N1CCCC1
(12) C/C(=N\NC(=O)C1CCCN(S(=O)(=O)c2ccccc2)C1)c1cccnc1 (stereo not given)
(13) CC(C)(C)c1ccc(/C=C/C(=O)c2ccc(NC3=NCCCS3)cc2)cc1
(14) COc1ccc(NC(=O)CSc2nc3c(c(=O)n2-c2ccc(F)cc2)SCC3)c(OC)c1
(15) COC(=O)CN(c1ccc(OC)c(OC)c1)S(C)(=O)=O
(16) COc1cc(NS(=O)(=O)c2ccc(NC(=O)CSC3=NCCS3)cc2)nc(OC)n1

assay / entry	9	10	11	12	13	14	15	16
FLuc inhib CS	13	-5	-21	-4	6	-8	-7	-4
TNAP inh hiacc	-5	-6	-4	1	2	-4	-1	-1
TNAP act hi DEA	1	1.1	1	1	1	1	1	1
APP 5UTR inh	9	7	7	-5	-22	-9	7	7
bIAP activator	0.8	1.2	1	0.9	1.2	1	1	1
Lmaj promast	57*	14	-5	1	100*	-3	-6	-5
RAM network inh	1.1	1.2	5.1	1.4	-1.6	2.6	1.3	3.1
FLuc stim CS	0.9	1	1.2	1	0.9	1.1	1.1	1
bIAP inh	16	-22	0	7	-19	0	1	3
TNAP inh no acc	8	-4	-2	5	-12	-7	-12	-16

(17) CCc1ccc(-n2c(Cn3nc(C(F)(F)F)cc3C)n[nH]c2=S)cc1
(18) CCC(=O)NNC(=O)CCC(=O)Nc1cccc(Cl)c1C
(19) Cc1c(N(C(=O)c2cnccn2)C2(C(=O)NC3CCCC3)CCCCC2)c(=O)n(-c2ccccc2)n1C
(20) CCOc1cc(S(=O)(=O)NCc2cccnc2)c(C)cc1C
(21) O=S(=O)(c1cccs1)N1CCN(c2ncccn2)CC1
(22) Cc1ccc(CCNC(=O)C2CCN(S(=O)(=O)c3cccc4nsnc34)CC2)cc1
(23) c1ccc(COC2CCCN(Cc3nc(-c4cnccn4)no3)C2)cc1 (stereo not given)
(24) Nc1nc(SCC(=O)Nc2ccc3c(c2)CCC3)n[nH]1

assay / entry	17	18	19	20	21	22	23	24
FLuc inhib CS	-7	-3	-2	-11	-4	-6	-2	-2
TNAP inh hiacc	-5	-7	0	-9	-2	-1	-4	-4
TNAP act hi DEA	1	1.1	1	1.1	1	1	1	1
APP 5UTR inh	-6	-15	-20	-2	7	10	0	-12
bIAP activator	0.9	1	1	0.9	1	1.1	0.9	1.3
Lmaj promast	-3	1	-12	-2	-6	2	-2	-3
RAM network inh	3.0	2.3	-0.8	0.9	0.1	5.8	1.1	0.7
FLuc stim CS	1.1	1	1	1.1	1	1.1	1	1
bIAP inh	8	2	4	8	1	-10	12	-32
TNAP inh no acc	11	2	-5	-9	-12	-5	-10	-6

(25) CCN1CCN(c2ncc(C(=O)Nc3ccccc3C(=O)OC)c3ccccc23)CC1
(26) C=CCN1C(=O)C(C)(C)N(C(C)=O)c2ccccc21
(27) CC(CC(=O)Nc1ccccc1)n1ccnc1 (stereo not given)
(28) CCOc1ccc(/C=N/NC(=S)Nc2c(C)cccc2C)cc1
(29) COc1cccc(N=c2oc3c(C)ncc(CO)c3cc2C(N)=O)c1
(30) CCOC(=O)N1CCC(NC(=O)C(Cc2ccccc2)NC(=O)c2ccco2)CC1 (stereo not given)
(31) Cc1ccc(CNC(=O)C2CCN(S(=O)(=O)N3CCC4(CC3)OCCO4)CC2)cc1
(32) O=C(Nc1cccc2ccccc12)c1ccc(Cn2cc(Cl)cn2)cc1

assay / entry	25	26	27	28	29	30	31	32
FLuc inhib CS	-5	-4	-5	2	-4	-6	-11	-8
TNAP inh hiacc	-3	-3	-2	7	-2	-4	-7	-4
TNAP act hi DEA	1	1	1	0.9	1	1	1.1	1
APP 5UTR inh	15	-17	-9	-11	-16	-2	-11	-2
bIAP activator	1	1	1	1	0.8	0.9	1	0.8
Lmaj promast	41	-2	-7	9	27	-6	-4	-2
RAM network inh	-1.1	2.3	1.6	4.0	0.3	2.7	-0.1	1.7
FLuc stim CS	1.1	1	1	1	1	1.1	1.1	1.1
bIAP inh	0	4	2	-1	17	7	5	18
TNAP inh no acc	-6	-11	-4	3	-8	-7	-10	6

(33) O=C(/C=C/c1ccco1)NC(=S)Nc1nc(-c2ccc3ccccc3c2)cs1
(34) Cc1nn(-c2ccccc2)c(Cl)c1C(=O)OC(C)C(=O)Nc1ccc2c(c1)OCO2 (stereo not given)
(35) CCc1cccc2c(C(=O)CSc3nncn3-c3ccccc3OC)c[nH]c12
(36) CCn1nc(NC(=O)c2ccccn2)c2cc3cc(C)ccc3nc21
(37) COc1ccccc1-c1c(C)nn2c(N3CCN(c4ccccc4OC)CC3)cc(C)nc12
(38) Cc1cc(C)c(N(C(=O)Cn2nnc3ccccc32)C(C(=O)NC(C)(C)C)c2ccsc2)c(C)c1 (stereo not given)
(39) Cc1cc(S(=O)(=O)N2CCOCC2)ccc1F
(40) O=C(/C=C/c1ccco1)Nc1ccccn1

assay / entry	33	34	35	36	37	38	39	40
FLuc inhib CS	-6	-6	0	9	-8	-6	-2	69*
TNAP inh hiacc	-1	-6	-5	-1	-6	-4	-3	0
TNAP act hi DEA	1	1.1	1	1	1.1	1	1	1
APP 5UTR inh	-7	-8	-18	13	-7	-8	-14	-73
bIAP activator	0.9	1	1	1.1	1	1	0.9	0.9
Lmaj promast	-4	5	8	3	32	6	-9	22
RAM network inh	7.1	2.4	2.6	-0.4	2.2	5.5	1.3	0.9
FLuc stim CS	1.1	1.1	1	0.9	1.1	1.1	1	0.3
bIAP inh	11	-4	5	-10	-1	4	12	10
TNAP inh no acc	-9	-10	-10	4	17	-4	-11	-6

# From no. 33 to 35, as listed above:
(33) O=C(/C=C/c1ccco1)NC(=S)Nc1nc(-c2ccc3ccccc3c2)cs1
(34) Cc1nn(-c2ccccc2)c(Cl)c1C(=O)OC(C)C(=O)Nc1ccc2c(c1)OCO2 (stereo not given)
(35) CCc1cccc2c(C(=O)CSc3nncn3-c3ccccc3OC)c[nH]c12

assay / entry	33	34	35
FLuc inhib CS	-6	-6	0
TNAP inh hiacc	-1	-6	-5
TNAP act hi DEA	1	1.1	1
APP 5UTR inh	-7	-8	-18
bIAP activator	0.9	1	1
Lmaj promast	-4	5	8
RAM network inh	7.1	2.4	2.6
FLuc stim CS	1.1	1.1	1
bIAP inh	11	-4	5
TNAP inh no acc	-9	-10	-10

# Following part.
(41) C=CCn1c(C)nnc1SCC(=O)c1[nH]c(C)c(C(C)=O)c1C
(42) COc1cccc(-c2nc(CCl)cs2)c1OC
(43) Cc1cc(OCC(O)CN(CCO)CCO)ccc1Cl (stereo not given)
(44) Cc1ccc2cc(CN(C)C(=O)C3CCCO3)c(=O)[nH]c2c1 (stereo not given)
(45) COc1ccccc1N1CCN(C(=O)CCn2c(=O)[nH]c3ccsc3c2=O)CC1
(46) O=C(O)C1=C[C@@H](c2ccc(C(F)(F)F)cc2)C[C@@H](OCc2ccc(CO)cc2)O1
(47) O=C(OCc1cc([N+](=O)[O-])cc2c1OCOC2)c1ccccn1
(48) Cc1c(NC(=O)c2ccccc2F)c(=O)n(-c2ccccc2)n1C

assay / entry	41	42	43	44	45	46	47	48
FLuc inhib CS	-10	8	4	-6	-3	2	1	-2
TNAP inh hiacc	-6	-7	8	-6	5	-6	0	-7
TNAP act hi DEA	1.1	1.1	0.9	1.1	1	1.1	1	1.1
APP 5UTR inh	-4	2	5	-25	6	-17	0	-5
bIAP activator	1	1.1	1	0.9	1	1	1	1
Lmaj promast	3	33	-6	0	-3	-5	-7	-3
RAM network inh	-0.8	-1.1	2.3	0.1	0.1	1.0	0.5	1.5
FLuc stim CS	1.1	0.9	1	1.1	1	1	1	1
bIAP inh	4	-7	-2	14	1	1	0	-2
TNAP inh no acc	-14	0	-6	-19	-3	-10	2	-12

(49) O=C(NNc1ccccc1[N+](=O)[O-])Nc1ccc(F)cc1
(50) N#Cc1ccc(-c2csc(NC(=O)C3CC3)n2)cc1
(51) O=C(Nc1cc(Cl)ccc1Cl)C1CC(=O)N(c2ccc(Br)cc2)C1 (stereo not given)
(52) COCCNC(=O)c1cc2c(=O)n(C)c3ccccc3c2n1C
(53) C=CCNC(=O)CN(c1cccc(Br)c1)S(C)(=O)=O
(54) COc1ccc(/C=N/NC(=O)c2ccccc2OCc2ccccc2)c(OC)c1
(55) Brc1ccccc1OCCCn1cnc2ccccc21
(56) CCCNc1c(NC(C)=O)c(=O)oc2ccccc12
(57) CC(C)OCCCNC(=O)c1ccc(NS(C)(=O)=O)cc1
(58) CCOc1cc(CN2CCN(Cc3ccc(C)o3)C(CCO)C2)ccc1OC (stereo not given)
(59) FC(F)(F)c1cc(-c2ccco2)nc2ncnn12

assay / entry	49	50	51	52	53	54	55	56	57	58	59
FLuc inhib CS	-3	-5	-4	-8	-6	6	20	-5	-5	2	-4
TNAP inh hiacc	8	-4	-1	-9	-2	-5	-6	-2	-3	-1	1
TNAP act hi DEA	0.9	1	1	1.1	1	1	1.1	1	1	1	1
APP 5UTR inh	11	-34	7	-16	-4	-3	-73	3	-3	11	-7
bIAP activator	1	0.9	0.9	0.9	0.9	1	0.9	1	0.8	1.2	0.5
Lmaj promast	1	-6	-8	2	11	11	11	29	4	-4	-2
RAM network inh	2.5	1.2	4.1	0.5	0.6	0.0	0.9	0.0	1.2	2.5	0.4
FLuc stim CS	1	1.1	1	1.1	1.1	0.9	0.8	1.1	1.1	1	1
bIAP inh	2	9	11	6	8	1	10	1	16	-22	x
TNAP inh no acc	-12	-15	-4	-25	-13	-13	-12	-12	-10	-6	-2
